Screens from PubChem.
NCI-60 one-dose screen, 48 h, at 10 µM unless noted. Numbers give growth in % (100 = growth as untreated, 0 = no growth, -100 = all killed).
EKVX – EKVX NSCLC; 71,000 compounds, 3% hits
UACC-257 – UACC-257 melanoma. 78,000 compounds, 4.4% hits
UACC-62 – UACC-62 melanoma; 81,000 compounds, 5.4% hits
A549/ATCC – A549/ATCC NSCLC; 81,000 compounds, 3.7% hits
HOP-92 – HOP-92 NSCLC cells | 71,000 compounds, 6.3% hits | AID 1794738
SK-MEL-28 – SK-MEL-28 melanoma; 81,000 compounds, 4.1% hits
M14 – M14 melanoma; 80,000 compounds, 6.2% hits
SK-MEL-5 – SK-MEL-5 melanoma. 80,000 compounds, 6.4% hits. AID 1794755
The depositor's hits bear a star; . = not tested or not shown; & = joins results of further samples. How the source made its calls: active means growth percent below 10; inactive means the rest.

SMILES | EKVX | UACC-257 | UACC-62 | A549/ATCC | HOP-92 | SK-MEL-28 | M14 | SK-MEL-5
COc1ccc(/C=N/NC(=O)COc2ccc(NC(=O)Nc3ccc(Cl)cc3)cc2)cc1 | 99 | 94 | 92 | 98 | 96 | 101 | 110 | 100
CC(C)(C)c1ccc([N+](=O)[O-])cc1Br | 92 | 109 | 102 | 102 | 111 | 106 | 102 | 101
CCCCC(C(=O)O)C(C)CC (stereo not drawn) | 103 | 103 | 107 | 107 | 94 | 110 | 104 | .
Cc1ccc(NC(=O)CSC(N)=O)cc1 | 121 | 110 | 98 | 106 | 91 | 115 | 99 | 108
CC(=O)C1(C)C(=O)N(c2ccc(F)cc2)C(=O)N1c1ccc(F)cc1 (stereo not drawn) | 100 | 105 | 102 | 98 | . | 112 | 110 | 103
COc1cc(C2C3=C(COC3=O)N(CCO)c3cc4c(cc32)OCO4)cc(OC)c1O (stereo not drawn) | 57 | 14 | 26 | 52 | 66 | 59 | 9.9* | 29
CCN1CCN(Cc2ccc(NC(=O)Nc3cccc(-n4ccc5c(NC(=O)c6ccccc6)nccc54)c3)cc2C(F)(F)F)CC1 | 90 | 74 | 68 | 87 | 60 | 83 | 76 | 43
CC(=O)Nc1ccc(CC(=O)N2CCN(c3ccc(C(F)(F)F)cn3)CC2)cc1 | . | 98 | 93 | 101 | 112 | 112 | 104 | 102
Cc1ccc(S(C)(=O)=O)cc1 | 101 | 109 | 95 | 99 | 94 | 105 | 95 | 106
COc1cc(-c2nc3sc(C4CC4)nn3c2-c2cccc(F)c2)cc(OC)c1OC | . | 80 | 62 | 78 | . | 28 | 85 | 69
Cc1ccc(S(=O)(=O)N2CCOCC2)cc1 | 99 | 105 | 101 | 107 | 98 | 102 | 96 | 100
O=[N+]([O-])c1ccc(CSc2ncnc3c2ncn3C2CCCCO2)cc1 (stereo not drawn) | 84 | 81 | 96 | 76 | 106 | 101 | 93 | 90
Cc1cc(NC(=O)Nc2cc(F)ccc2F)no1 | 86 | 81 | 85 | 96 | 79 | 113 | 91 | 114
COc1cc(-c2nn(-c3ccc(Cl)cc3Cl)cc2CO)ccc1O | 93 | 102 | 86 | 96 | 89 | 116 | 103 | 99
N#Cc1cc2c(nc1-n1cccc1)CCCC2 | 133 | 110 | 96 | 103 | 99 | 129 | 105 | 109
O=C(CN1C(=O)NC2NC(=O)NC21)N/N=C/c1cccc([N+](=O)[O-])c1 (stereo not drawn) | 102 | 118 | 89 | 112 | 123 | 111 | 109 | 100
O=c1c(/C=C/c2ccco2)n[nH]c(=S)n1/N=C/c1ccc([N+](=O)[O-])cc1 | 92 | 89 | 104 | 99 | 82 | 110 | 97 | 103
CCOC(=O)C1(C#N)C(=O)CSC1=Nc1ccccc1Cl (stereo not drawn) | 111 | 100 | 107 | 93 | . | 110 | 118 | 98
c1ccc(-c2nc(N3CCOCC3)c3c4c(sc3n2)CCCCC4)nc1 | 50 | 76 | 56 | 51 | -2.4* | 62 | 68 | 23
O=C(COc1ccccc1Cl)Nc1nc(-c2cccs2)cs1 | 82 | . | 85 | 97 | 81 | 108 | 108 | 96

Compounds listed so far with a CF3 group:
SMILES | EKVX | UACC-257 | UACC-62 | A549/ATCC | HOP-92 | SK-MEL-28 | M14 | SK-MEL-5
CCN1CCN(Cc2ccc(NC(=O)Nc3cccc(-n4ccc5c(NC(=O)c6ccccc6)nccc54)c3)cc2C(F)(F)F)CC1 | 90 | 74 | 68 | 87 | 60 | 83 | 76 | 43
CC(=O)Nc1ccc(CC(=O)N2CCN(c3ccc(C(F)(F)F)cn3)CC2)cc1 | . | 98 | 93 | 101 | 112 | 112 | 104 | 102

The list goes on.
SMILES | EKVX | UACC-257 | UACC-62 | A549/ATCC | HOP-92 | SK-MEL-28 | M14 | SK-MEL-5
C=C(C)[C@@H]1C[C@@H]2Cc3cc(F)ccc3N1O2 | 86 | 99 | 95 | 98 | 56 | 107 | 96 | 95
N#Cc1cnn(C(=O)c2cnc3n(c2=O)CCCCC3)c1N | 100 | 99 | 99 | 100 | 93 | 107 | 108 | 100
COC(=O)C1(CS(C)(=O)=O)NC(=S)NC(=O)C1C#N (stereo not drawn) | 95 | 110 | 101 | 101 | 95 | 121 | 107 | 101
CC(=O)OCC(=O)[C@@]1(O)[C@@H](C)CC2C3CCC4=CC(=O)C=C[C@]4(C)[C@@]3(F)[C@@H](O)C[C@@]21C (stereo partly drawn) | 66 | 94 | 99 | 67 | 73 | 104 | 102 | 122
O=[N+]([O-])c1cc[n+]([O-])cc1 | 110 | 76 | 91 | 101 | 116 | 115 | 113 | 95
Nc1c(I)cc(I)cc1I | 111 | 106 | 98 | 109 | 95 | 106 | 122 | 106
NS(=O)(=O)c1ccc(-n2ncc3c(SCCN4CCOCC4)ncnc32)cc1 | 97 | 79 | 102 | 94 | 58 | 102 | 94 | 102
O=C(Nc1ccc(OS(=O)(=O)c2ccc(C(F)(F)F)cc2)cc1)C1CCCCC1 | 91 | . | 85 | 80 | 80 | 92 | 94 | 99
Oc1ccc(-c2[nH]ncc2-c2cnn(-c3ccccc3)c2)c(O)c1 | 100 | 96 | 82 | 102 | 24 | 69 | 91 | 96
C/C(=N/N=C(/C)c1ccccc1)c1ccccc1 | 90 | 98 | 91 | 94 | 114 | 114 | 91 | 93
O=C1Nc2nc3ccccn3c2C(=O)[C@H](CCCCNC(=O)OCc2ccccc2)N1 | . | 102 | 97 | 99 | 75 | 114 | 104 | 98
S=C(S)Nc1cccc(Cl)c1 | 103 | . | 87 | 97 | 69 | 108 | 98 | 110
COc1ccc(-c2nc3sccn3c2/C=C/C(=O)c2cccs2)cc1 | 116 | 161 | 92 | 120 | 71 | 127 | 113 | 98
COc1ccccc1C(=O)c1ccccc1C(=O)c1ccccc1 | 107 | 72 | 80 | 76 | 80 | 113 | 91 | 99
NC(=O)OCC(NC(=O)OCc1ccccc1)C(=O)OCc1ccccc1 (stereo not drawn) | . | 93 | 107 | 98 | . | 106 | 116 | 103
Brc1sc2ccccc2c1Br | 109 | 104 | 101 | 115 | 84 | 105 | 106 | 105
CCOC(=O)CSc1nc(-c2cc(OC)ccc2OC)cc(-c2ccc(OC)cc2)c1C#N | 74 | . | 71 | 62 | . | 85 | 77 | 80
C#Cc1cccc(NC(=O)c2ccc(Cl)cc2Cl)c1 | 91 | 108 | 88 | 49 | . | 102 | 98 | 91
CC1=C/C(=N\N=C2/C=C(C)CC(C)(C)C2)CC(C)(C)C1 | 108 | 90 | 94 | 89 | 92 | 116 | 103 | 99
CCO/C=N/C1=C(C#N)C(c2ccc(Cl)cc2)c2sc3c(C)cccc3c2O1 (stereo not drawn) | 46 | 76 | 9.2* | 27 | . | 61 | 1.8* | 31
CC(=O)N1C(=S)NC(C)=C(C(=O)OC(C)C)C1c1ccc2c(c1)OCO2 (stereo not drawn) | 100 | 104 | 96 | 99 | 78 | 111 | 97 | 100
CC(=O)OC[C@H]1OC(Sc2sc(C(=O)c3ccc(Cl)cc3)c(N)c2-c2nc3ccccc3s2)[C@@H](OC(C)=O)[C@@H]1OC(C)=O (stereo partly drawn) | 86 | 105 | 94 | 97 | 100 | 103 | 99 | 98
O=C(O)c1cc(N=Nc2cccc([N+](=O)[O-])c2)ccc1O | 108 | 97 | 100 | 103 | 78 | 110 | 103 | 112
O=C(CCCC(=O)c1ccccc1)c1ccccc1 | 95 | 101 | 93 | 98 | 90 | 106 | 103 | 96
COC(=O)c1c[nH]c(=S)n1Cc1ccccc1 | 103 | 96 | 99 | 96 | 118 | 109 | 103 | 115
NNC(=O)C1C(O)CCC2CN3CCc4c([nH]c5ccccc45)C3CC21 (stereo not drawn) | 97 | 100 | 95 | 96 | 120 | 102 | 101 | 105
O=[N+]([O-])c1ccc(N=Nc2cc(S(=O)(=O)O)c3cccc(S(=O)(=O)O)c3c2O)cc1 | 83 | 113 | 108 | 114 | 88 | 117 | 98 | 104
O=C(N/N=C\c1ccc(Cl)c(Cl)c1)c1ccncc1 | 96 | 97 | 92 | 104 | . | 110 | 97 | 129
CC1(c2cc(NC(=O)Cc3ccc(F)c(Cl)c3)n(CC3CCCCC3)n2)CC1 | 96 | 103 | 96 | 105 | 96 | 104 | . | .
CN(C)c1nc(-c2cccs2)n2nc(-c3cccs3)cc2n1 | 74 | 109 | 84 | 100 | . | 109 | 103 | 91
Cc1ccc(Nc2oc(-c3ccccc3)nc2[P+](c2ccccc2)(c2ccccc2)c2ccccc2)cc1 | -31* | -42* | -35* | -25* | -45* | 1.5* | -76* | -100*
CCN(CC)c1ccc(C2NNC(=S)N2)c(O)c1 (stereo not drawn) | 88 | 89 | 63 | 83 | 80 | 90 | 65 | 78
O=C(Nc1cccc(C(F)(F)F)c1)C(Cl)Cl | . | 98 | 105 | 98 | 82 | 104 | 99 | 103
CCOc1cccc(-c2nc(N)nc(Nc3ccccc3SCSc3ccccc3Nc3nc(N)nc(-c4cccc(OCC)c4)n3)n2)c1 | 70 | 116 | 67 | 96 | 146 | 99 | 92 | 80
Cc1cc(O)ccc1C1(c2ccc(O)cc2C)OS(=O)(=O)c2ccccc21 | 99 | 103 | 99 | 108 | 81 | 111 | 92 | 93
O=C(CN1CCN(c2cccc(Cl)c2)CC1)N1CCN(c2nnc(-c3ccc(Cl)cc3)c(-c3ccc(Cl)cc3)n2)CC1 | 59 | . | 71 | . | . | 94 | 106 | 62
COc1ccc(/C=N/NC(=O)C2CCCCC2)c(OC)c1OC | 112 | 104 | 100 | 104 | 104 | 102 | 105 | 93
COc1ccc2c(c1)oc1c(C)c3c(c(C)c12)C(=O)N(N)C3=O | 49 | 41 | 44 | 24 | 29 | 51 | 14 | 4.5*
CS(=O)(=O)c1ccc(-c2[nH]c3ccccc3c2/C=N/O)cc1 | 97 | 95 | 90 | 88 | 87 | 111 | 99 | 99
O=C(NNC(=S)Nc1ccc(Cl)cc1)c1ccc(Nc2ncnc3c2cnn3-c2cccc(F)c2)cc1 | 88 | 100 | 71 | 96 | 58 | 101 | 85 | 92
O=C(O)c1cc(=O)[nH]c(=O)[nH]1 | 115&94 | 103 | 92&103 | 98 | . | 94&114 | 111&102 | 83
O=C(O)C(Cc1cccs1)c1cccs1 (stereo not drawn) | 110 | 100 | 95 | 103 | . | 108 | 104 | 106
Cc1ccc(C(=O)CSc2nnc3sc(Nc4cccc(Cl)c4)nn23)cc1 | 100 | 106 | 87 | 88 | 93 | 103 | 103 | 100
COc1ccc2c(c1)OC1=C(C(=O)OC1)C2c1cc(OC)c2c(c1)OCO2 (stereo not drawn) | 51 | 68 | 40 | 14 | 55 | 64 | 7.1* | -54*

Filtered by structure: those above with a carbonyl joined to an NH by a bond outside any ring
SMILES | EKVX | UACC-257 | UACC-62 | A549/ATCC | HOP-92 | SK-MEL-28 | M14 | SK-MEL-5
COc1ccc(/C=N/NC(=O)COc2ccc(NC(=O)Nc3ccc(Cl)cc3)cc2)cc1 | 99 | 94 | 92 | 98 | 96 | 101 | 110 | 100
Cc1ccc(NC(=O)CSC(N)=O)cc1 | 121 | 110 | 98 | 106 | 91 | 115 | 99 | 108
CCN1CCN(Cc2ccc(NC(=O)Nc3cccc(-n4ccc5c(NC(=O)c6ccccc6)nccc54)c3)cc2C(F)(F)F)CC1 | 90 | 74 | 68 | 87 | 60 | 83 | 76 | 43
CC(=O)Nc1ccc(CC(=O)N2CCN(c3ccc(C(F)(F)F)cn3)CC2)cc1 | . | 98 | 93 | 101 | 112 | 112 | 104 | 102
Cc1cc(NC(=O)Nc2cc(F)ccc2F)no1 | 86 | 81 | 85 | 96 | 79 | 113 | 91 | 114
O=C(CN1C(=O)NC2NC(=O)NC21)N/N=C/c1cccc([N+](=O)[O-])c1 (stereo not drawn) | 102 | 118 | 89 | 112 | 123 | 111 | 109 | 100
O=C(COc1ccccc1Cl)Nc1nc(-c2cccs2)cs1 | 82 | . | 85 | 97 | 81 | 108 | 108 | 96
O=C(Nc1ccc(OS(=O)(=O)c2ccc(C(F)(F)F)cc2)cc1)C1CCCCC1 | 91 | . | 85 | 80 | 80 | 92 | 94 | 99
O=C1Nc2nc3ccccn3c2C(=O)[C@H](CCCCNC(=O)OCc2ccccc2)N1 | . | 102 | 97 | 99 | 75 | 114 | 104 | 98
NC(=O)OCC(NC(=O)OCc1ccccc1)C(=O)OCc1ccccc1 (stereo not drawn) | . | 93 | 107 | 98 | . | 106 | 116 | 103
C#Cc1cccc(NC(=O)c2ccc(Cl)cc2Cl)c1 | 91 | 108 | 88 | 49 | . | 102 | 98 | 91
NNC(=O)C1C(O)CCC2CN3CCc4c([nH]c5ccccc45)C3CC21 (stereo not drawn) | 97 | 100 | 95 | 96 | 120 | 102 | 101 | 105
O=C(N/N=C\c1ccc(Cl)c(Cl)c1)c1ccncc1 | 96 | 97 | 92 | 104 | . | 110 | 97 | 129
CC1(c2cc(NC(=O)Cc3ccc(F)c(Cl)c3)n(CC3CCCCC3)n2)CC1 | 96 | 103 | 96 | 105 | 96 | 104 | . | .
O=C(Nc1cccc(C(F)(F)F)c1)C(Cl)Cl | . | 98 | 105 | 98 | 82 | 104 | 99 | 103
COc1ccc(/C=N/NC(=O)C2CCCCC2)c(OC)c1OC | 112 | 104 | 100 | 104 | 104 | 102 | 105 | 93
O=C(NNC(=S)Nc1ccc(Cl)cc1)c1ccc(Nc2ncnc3c2cnn3-c2cccc(F)c2)cc1 | 88 | 100 | 71 | 96 | 58 | 101 | 85 | 92

No enrichment for hits (roughly 9.8% active in at least one column).
